Screens as filed in PubChem BioAssay.
ALDH1A1 inh – qHTS Assay for Inhibitors of Aldehyde Dehydrogenase 1 (ALDH1A1) | Purified ALDH1A1, NADH fluorescence, propionaldehyde substrate | Potency, µM (top dose mostly 75.3 µM), for the others: top-dose activity, negative = inhibition, usual class: inhibitors | Aldehyde dehydrogenase 1A1 (Homo sapiens), P00352 | 220,000 compounds, 7.3% hits; active = well fitted inhibition curve with a large enough effect, not every such curve was filed as active; inconclusive = small, poorly fitted or top-dose-only effect, or another doubt; inactive = no such curve, though single readings can be large or run the other way;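 also: plate controls were no enzyme wells and a reference inhibitor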
Target sequence (P00352 whole entry, looked up): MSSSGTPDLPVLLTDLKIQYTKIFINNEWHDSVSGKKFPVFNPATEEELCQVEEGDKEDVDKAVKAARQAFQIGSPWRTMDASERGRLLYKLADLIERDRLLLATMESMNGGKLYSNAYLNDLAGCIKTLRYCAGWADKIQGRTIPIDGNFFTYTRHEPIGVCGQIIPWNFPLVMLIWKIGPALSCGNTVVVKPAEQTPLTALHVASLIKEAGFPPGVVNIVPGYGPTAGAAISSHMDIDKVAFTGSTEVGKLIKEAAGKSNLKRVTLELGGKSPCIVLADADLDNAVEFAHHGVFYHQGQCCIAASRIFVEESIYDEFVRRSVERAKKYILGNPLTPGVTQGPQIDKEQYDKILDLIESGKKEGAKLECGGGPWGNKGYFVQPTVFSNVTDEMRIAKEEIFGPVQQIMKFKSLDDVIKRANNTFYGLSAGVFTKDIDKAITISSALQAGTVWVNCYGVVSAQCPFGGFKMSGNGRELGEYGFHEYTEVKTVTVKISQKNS
TR SRC2 fluor cs – Total Fluorescence Counterscreen for Inhibitors of the Interaction of Thyroid Hormone Receptor and Steroid Receptor Coregulator 2. TRb/SRC2 Texas Red total fluorescence interference. Potency, µM (top dose mostly 106 µM), for inactives: at the top dose fluorescence change, negative = quenching. 280,000 compounds, 0.29% hits. AID 1479, 2009; active = well fitted curve in either direction with a large enough effect; inconclusive = small, poorly fitted or top-dose-only effect
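Human TRβ ligand-binding domain (0.6 uM) and Texas Red SRC2 peptide (20 nM) in Tris buffer with 1 uM T3 and 5% DMSO were incubated with pinned compound for 5 hr at ambient temperature. Total fluorescence was computed as S + 2P (555/632 nm).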
L3MBTL1 inh – qHTS Assay for the Inhibitors of L3MBTL1 | Potency, µM (highest dose often 57.1 µM), without a hit: at the top dose activity, negative = inhibition, hits mostly inhibitors | AlphaScreen L3MBTL1–H3K9me1 peptide binding | 230,000 compounds, 0.66% hits | Lethal(3)malignant brain tumor-like protein 1 (Homo sapiens), Q9Y468; also: nearly all actives have a fitted effect of over 60% in size
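Read-out is AlphaScreen signal from streptavidin donor and nickel chelate acceptor beads (10 ug/mL final each) bridging L3MBTL1 (50 nM) and biotinylated K9-monomethylated H3(1-15) peptide (75 nM), after 30 min compound exposure at room temperature.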
Tau fluor cs – Counterscreen qHTS for Inhibitors of Tau Fibril Formation, Fluorescence Polarization; 280,000 compounds, 0.93% hits; AID 1463, 2008; Potency, µM (highest dose often 57.7 µM), for the others: top-dose activity change, negative = decrease; tau K18 P301L Alexa594 fluorescence, heparin fibrillization; also: nearly all actives have a fitted effect of over 55% in size
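Human K18 P301L tau (15 uM unlabeled plus 0.24 uM Alexa 594-labeled, final) in 100 mM sodium acetate pH 7 was mixed with compound and 20 uM heparin and incubated 6 hr at 37 C.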
GLA spleen mod – qHTS Assay for Inhibitors and Activators of Human alpha-Galactosidase From Spleen Homogenate | Alpha-galactosidase A (Homo sapiens), P06280 | human spleen homogenate, 4MU-alpha-Gal fluorescence, 40 min | Potency, µM (top dose mostly 80 µM), inactives show top-dose activity change, negative = inhibition, usual class: inhibitors | 240,000 compounds, 0.008% hits | AID 2107, 2009;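 also: 0% = enzyme with vehicle and -100% = no enzyme basal signal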
Target sequence (P06280 32-429 limits assumed): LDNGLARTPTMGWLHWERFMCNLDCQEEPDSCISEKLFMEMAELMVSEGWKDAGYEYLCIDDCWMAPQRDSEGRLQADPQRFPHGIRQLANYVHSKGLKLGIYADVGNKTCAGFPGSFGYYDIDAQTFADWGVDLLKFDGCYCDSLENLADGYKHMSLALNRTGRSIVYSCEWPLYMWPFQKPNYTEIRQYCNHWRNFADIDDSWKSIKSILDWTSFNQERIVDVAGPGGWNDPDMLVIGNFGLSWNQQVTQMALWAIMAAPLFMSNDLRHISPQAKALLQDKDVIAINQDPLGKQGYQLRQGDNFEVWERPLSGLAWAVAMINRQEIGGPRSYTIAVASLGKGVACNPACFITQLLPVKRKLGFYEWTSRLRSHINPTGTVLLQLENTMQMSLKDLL
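Human spleen homogenate (1 ug) as enzyme source, 4-methylumbelliferyl-alpha-D-galactopyranoside 1 mM final, citrate/phosphate pH 5.0 with 0.01% Tween-20. Compounds 40 min at 37C, NaOH/glycine stop; fluorescence Ex 365/Em 440, Hill-fit AC50.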
Tau fibril FP – qHTS for Inhibitors of Tau Fibril Formation, Fluorescence Polarization; AID 1468, 2008; 280,000 compounds, 0.39% hits; Microtubule-associated protein tau (Homo sapiens), P10636; Potency, µM (titrated, usually from 57.7 µM), without a hit: top-dose activity, negative = inhibition, usual class: inhibitors; K18 P301L tau heparin fibrillization, Alexa594 FP, 6 h; also: nearly all actives have a fitted effect of over 55% in size
Target sequence (P10636 561-689 P618L limits assumed): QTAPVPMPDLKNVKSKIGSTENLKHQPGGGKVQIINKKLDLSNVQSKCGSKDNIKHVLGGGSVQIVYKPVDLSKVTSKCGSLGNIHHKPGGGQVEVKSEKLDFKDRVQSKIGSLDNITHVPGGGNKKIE
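Steps: dispense K18 P301L tau (15 uM plus 0.24 uM Alexa 594 tracer, final) in pH 7 sodium acetate; add compound; add heparin (20 uM final); incubate 6 hr, 37 C; add ThT (30 uM final); after 1 hr ambient, read FP.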
TRb SRC2 PPI – qHTS for Inhibitors of the Interaction of Thyroid Hormone Receptor and Steroid Receptor Coregulator 2 | 280,000 compounds, 0.065% hits | Potency, µM (top dose mostly 106 µM), for inactives: at the highest dose activity change, negative = inhibition, usual class: inhibitors | TRbeta-SRC2 peptide binding, fluorescence polarization; receptor liganded with 1 µM T3 | AID 1469, 2008 | Thyroid hormone receptor beta (Homo sapiens), P10828;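 also: plate controls were bound peptide for no effect and peptide without receptor for full effect; nearly all actives have a fitted effect of over 50% in size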
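Fluorescence polarization of 20 nM Texas Red SRC2 peptide (20-aa NR interaction domain) bound to 0.6 uM human TRb ligand-binding domain, with 1 uM T3, after 5 hr at ambient temperature; inhibition seen as decreased polarization.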
Tau fibril ThT – qHTS for Inhibitors of Tau Fibril Formation, Thioflavin T Binding | Potency, µM (doses to about 57.4 µM), inactives show at the highest dose activity, negative = inhibition, most hits filed as inhibitors | Microtubule-associated protein tau (Homo sapiens), P10636 | recombinant tau K18 P301L, heparin-induced fibrillization, ThT fluorescence | 270,000 compounds, 2.1% hits; also: nearly all actives have a fitted effect of over 55% in size
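Fibril formation assay: tau K18 P301L at 15 uM with trace Alexa 594 label, heparin inducer 20 uM, pH 7 sodium acetate buffer, 37 C for 6 hr; endpoint ThT signal.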
* marks the source's active call; other numbers are inactive results; ? = inconclusive; . = no result given; [ ] = another dose, or the depositor's remark. Unless noted, calls follow the shape of the dose curve; as a rule, active = well fitted curve in the direction sought with a large enough effect; inconclusive = small, poorly fitted or top-dose-only effect, or another doubt; inactive = no such curve, though single readings can be large; an effect the other way counts as inactive or inconclusive. Unless noted, % is scaled to controls: 0 for no effect and ±100 for the full control effect; potency is read from the fitted curve at half-maximal effect.

SMILES	ALDH1A1 inh	TR SRC2 fluor cs	L3MBTL1 inh	Tau fluor cs	GLA spleen mod	Tau fibril FP	TRb SRC2 PPI	Tau fibril ThT
Cc1cccc(N(Cc2cc3cc(C)ccc3[nH]c2=O)C(=O)c2cccs2)c1	.	-0.9%	-5.9%	0.7%	2.5%	-1.5%	-1.1%	-1.0%
CSc1ccc(-c2nc3cnccn3c2Nc2ccc3c(c2)OCO3)cc1	?	-3.9%	.	?	-3.7%	?	0.7%	?
Cc1nn(-c2cccc(Cl)c2)c2nc(C(F)(F)F)[nH]c(=O)c12	4.3%	6.0%	-8.4%	2.3%	-12.9%	4.2%	-4.7%	7.7%
Nc1nc(-c2ccccc2)nc2sc3c(c12)CCCC3	?	-0.3%	1.9%	-29.8%	-4.8%	-16.5%	-2.0%	0.6%
CCOC(=O)c1c(COc2ccccc2)oc2ccc(O)cc12	-4.8%	-1.5%	-14.5%	?	1.3%	-20.7%	-6.0%	-7.8%
O=C(Nc1ccc2c(c1)OCCO2)c1ccc(Cl)c(S(=O)(=O)N2CCCCC2)c1	?	0.4%	.	?	-6.2%	?	-5.1%	-1.2%
CCCCn1c(CNC(=O)C23CC4CC(CC(C4)C2)C3)nnc1SCC(=O)Nc1nnc(C)s1	-4.5%	-0.8%	4.5%	0.3%	-4.9%	-5.4%	-13.3%	?
Cc1cc2ccccc2n2c(SCC(=O)NCc3cccs3)nnc12	-3.7%	1.4%	.	-7.1%	-5.1%	4.0%	2.6%	0.3%
O=[N+]([O-])c1cccc(/C=C/c2ccccn2)c1	?	-2.6%	-3.2%	-14.5%	3.3%	0.1%	-2.2%	?
CCc1ccc(NC(=O)C2CCCN2S(=O)(=O)c2ccc3c(c2)CCCC(=O)N3)cc1 (centres undefined)	.	0.0%	.	-9.0%	.	-0.1%	1.2%	-0.3%
O=C(Cc1cn2ccsc2n1)Nc1ccccn1	14.5%	0.2%	-6.2%	-5.2%	10.7%	-9.2%	0.4%	-14.5%
CC(=O)OCc1cnc(C)c2oc(=O)c(C(=O)Nc3cccc(F)c3)cc12	.	-2.1%	.	-13.0%	.	1.5%	-4.1%	-16.5%
Cc1cc(N2CCN(Cc3ccc4c(c3)OCO4)CC2)n2ncnc2n1	-1.8%	1.8%	.	1.8%	1.7%	7.9%	9.9%	3.2%
CCCc1nn2c(=O)cc(COC(=O)c3ccc(NC(=O)COc4ccccc4F)cc3)nc2s1	.	-0.4%	.	6.6%	.	0.7%	7.7%	-8.0%
Cc1ccc2nc(C(=O)N3CCc4c([nH]c5ccccc45)C3c3ccccn3)cn2c1 (centres undefined)	4.0%	-7.0%	4.3%	8.4%[2.34 µM]	-3.7%	6.8%[2.34 µM]	2.5%	-1.7%
O=C(Nc1ccc(Br)cc1)c1ccc(Br)c(S(=O)(=O)N2CCCCC2)c1	.	-1.6%	.	?	.	?	4.5%	12.2%
CCOC(=O)Cc1nnc(NC(=O)CSc2nnc3c4ccccc4n(C(C)C)c3n2)s1	28.2µM*	-0.2%	-10.0%	-3.6%	5.4%	1.8%	-18.8%	-12.4%
CC(C)(C)NC(=O)C(c1ccncc1)N(Cc1cccs1)C(=O)c1csnn1 (centres undefined)	.	-2.5%	.	-13.1%	-1.9%	-2.1%	2.6%	-12.3%
CCOC(=O)C1CCN(C(=O)/C=C/c2cc(OC)c(OC)c(OC)c2)CC1	?	-0.4%	5.3%	7.4%	-1.4%	-1.9%	6.0%	5.1%
CCOc1cc(S(=O)(=O)n2c(C)nc3ccccc32)ccc1F	5.2%	-1.8%	8.8%[11.4 µM]	-7.6%	1.7%	-8.4%	-9.3%	-8.8%
CC(C)c1ccc(C(=O)CSc2n[nH]c(-c3ccncc3)n2)cc1	?	-1.0%	.	?	-10.8%	-13.2%	-4.5%	-15.8%
Clc1ccc2nc(CSCc3ccccc3)cn2c1	-1.9%	-0.9%	-14.9%	-8.9%	4.8%	-10.1%	6.2%	-7.8%
Cc1ccc(CNC(=O)CCc2c(C)nc3c4c(C)cc(C)nc4nn3c2C)cc1	.	-2.1%	.	1.6%	.	9.3%	-5.4%	?
CCOC(=O)c1cc(-c2ccc(C)o2)nn1CCC#N	?	-0.4%	-2.9%	0.8%	-0.9%	8.3%	-13.0%	-1.9%
Cc1cc(Cl)ccc1OCCCC(=O)N1CCCc2ccccc21	-2.5%	-1.5%	.	-12.9%	-2.1%	-7.9%	-6.1%	?
O=C(COc1ccc(Cl)cc1)NCc1nnc(SCC(=O)NC2CCCCC2)o1	-0.8%	-2.3%	-1.7%	-3.9%	-0.4%	-6.7%	8.0%	-5.2%
CCc1cc2c(NCCC(=O)O)ncnc2s1	1.4%	0.3%	-12.9%[11.4 µM]	10.6%	0.9%	0.1%	5.2%	-0.5%
Cn1c(Cc2ccccc2)nnc1SCCC(=O)Nc1ccccc1	3.7%	-1.0%	.	3.0%	-4.2%	-1.3%	-7.8%	-4.8%
O=C(Nc1nc2ccccc2[nH]1)c1cc2ccccc2o1	1.2%	-2.5%	0.7%	-9.3%	-5.8%	1.5%	6.0%	-9.3%
COc1ccc2c(c1)C(C)=CC(C)(C)N2C(=O)CN1C(=O)CCC1=O	9.0%	-4.2%	4.8%	-3.3%	17.4%	-6.2%	7.1%	-5.5%
NC(=O)C1CCN(C(=O)COc2cccc3cccnc23)CC1	5.0%	-1.5%[53 µM]	-2.5%	-10.9%	-5.7%	-5.5%	2.3%[53 µM]	-8.0%
Cc1ccc(C)c(N2CCN(C(=O)c3csc(C)c3C)CC2)c1	-12.7%	1.3%	-6.8%	1.1%	8.8%	-1.6%	-0.6%	-17.5%
C/C(=N\OC(=O)c1ccc(Cl)cc1)c1sc(-c2ccccc2)nc1C	?	0.6%	7.8%	-12.7%	1.6%	4.0%	-7.1%	?
Cc1[nH]nc2c1C1(CCN(C(=O)c3ccccc3)CC1)C(C#N)=C(N)O2	4.4%	-0.5%	0.1%	-0.8%	5.1%	-6.2%	-6.6%	-3.8%
COc1ccc(C(C)=O)cc1CSc1nnc(-c2ccc(Cl)cc2)n1-c1ccccc1	10µM*	-2.5%	-3.3%	-3.5%	15.7%	6.6%	-20.8%	-11.2%
CCSc1oc(-c2ccccc2)nc1S(=O)(=O)c1ccccc1	?	0.3%	.	-23.8%	-1.1%	-6.1%	-9.9%	-11.9%
COc1ccc(C(=O)Nc2cc3c(cc2Cl)OCCCO3)cc1	-0.7%	0.1%	.	-12.1%	4.6%	-2.1%	-4.8%	-14.0%
CC1=C(C(=O)NCc2ccccc2C)C2(CCCCC2)OC1=O	.	-19.7%	.	-5.0%	.	-3.4%	-1.9%	-1.4%
COc1ccc(-c2nn3c(=O)cc(CN4CCN(C(=O)/C=C/c5ccccc5)CC4)nc3s2)cc1	.	0.6%	.	6.6%	.	-5.1%	-8.0%	?
Cc1nn(-c2ccc(N3CCCCC3)nn2)c(C)c1CCC(=O)Nc1cccc(F)c1	.	-10.6%	.	-20.5%	.	-8.6%	-1.5%	?
O=C(Nc1ccccc1)C1=C[C@@H](C2CCCCC2)C[C@@H](OCc2ccc(CO)cc2)O1	4.47µM*	-0.2%	-1.8%	-19.1%	8.9%	-3.3%	4.5%	?
CC(C)(C)c1ccc(C(=O)Nc2nonc2-c2nc3ccccc3[nH]2)cc1	?	-2.5%	-1.6%	11.4%	7.2%	5.4%	-22.4%	7.0%
O=[N+]([O-])c1cc(S(=O)(=O)Nc2ccccc2)ccc1N1CCN(c2ccccc2)CC1	-2.0%	0.9%	?	?	-4.2%	6.5%	4.4%	?
Cn1ccnc1SCC(=O)c1ccc2ccccc2c1	?	-2.9%	.	-9.0%	-0.1%	-2.2%	-5.6%	-17.6%
COc1ccc(/C=C/C(=O)Nc2cccc(C(C)=O)c2)cc1	-0.7%	-3.5%	2.3%	-9.5%	6.5%	3.9%	6.9%	5.5%
COc1cccc(NC(=O)C(=O)NCC(c2ccc3c(c2)OCO3)N2CCN(C)CC2)c1 (centres undefined)	.	2.5%	.	-10.2%	.	-7.5%	3.6%	-13.1%
O=C1CC(Nc2ccccc2)C(=O)N1c1ccc(N2CCOCC2)cc1 (centres undefined)	?	-0.4%	4.0%	-3.5%	9.3%	4.3%	0.8%	?
Cc1cn(C)c(=O)n(C)c1=O	-1.2%	-1.5%	11.3%	-8.6%	11.2%	2.8%	3.0%	-6.1%
COc1ccc(-c2nnc(SCC(=O)N3CCCc4ccccc43)o2)cc1OC	0.5%	-1.3%	2.2%	-4.3%	-3.6%	-14.0%	-11.7%	-10.7%
Cc1cc(C(=O)OCC(=O)N(C)C2CCS(=O)(=O)C2)c(C)n1-c1ccccc1 (centres undefined)	-1.2%	1.6%	-2.9%	-3.1%	13.1%	-3.9%	3.7%	-4.2%
COc1ccc(-c2nc(C(F)(F)F)c(OC)o2)cc1OC	-2.6%	-1.0%	3.0%	-12.7%	-4.5%	-4.2%	-2.6%	-15.0%
Cc1ccc(C(=O)Nc2nc(COc3ccccc3)cs2)s1	8.1%	-0.1%	.	?	-3.4%	?	7.9%	10.5%
